Compound activity deposited in PubChem by Broad Institute.
E-selectin induc – E-selectin induction on HUVECs; P16581; HUVEC E-selectin immunofluorescence imaging; normalized: neutral wells 0, TNF-alpha wells 100; activation, % at 7.58 µM; actives 0.37% (n = 260,000); AID 686992;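 active means mean E-selectin-positive cell signal at least 10% of the positive control, reached in at least 60% of replicates, without over 20% cell loss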;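 further: in these data hits start at about 27%; measured in HUVEC primary endothelial cells; signal is the percent of cells scored E-selectin positive by PE staining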
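assay system = HUVEC, human umbilical vein endothelial cells | input = 3,000 HUVEC seeded per well | medium = EGM-2 growth medium on 0.1% gelatin-coated wells | dosing = one compound dose added by pin transfer | signal = immunofluorescence imaging | read-out basis = % PE-positive cells | control set = TNF-alpha, DMSO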
miR-122 sensor – miR-122 inhibition in Huh7 cells. activation (reporter increase), % at 12.5 µM. Huh7 miR-122 Renilla luciferase sensor, 48 h; neutral wells = 0, positive control = 100. actives 0.3% (n = 340,000). AID 602342;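 active means mean replicate activation score at least 90 and every replicate individually at or above 90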;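 further: higher luciferase means less miR-122 activity so hits act as miR-122 inhibitors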
PglD inh – blocks C. jejuni PglD acetyltransferase activity. purified PglD enzyme, DTNB colorimetric CoA detection. inhibition, % at 12.5 µM. actives 0.098% (n = 360,000). AID 602405; in the data active means inhibition above about 16%, passing the limit was not always enough; further: strong numbers were not always called active
RAD54 inh – blocks human RAD54 Holliday junction branch migration. actives 0.14% (n = 360,000). inhibition, % at 10.4 µM. AID 602329. FAM/BHQ fluorescence. Q92698;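 active means mean normalized replicate activity at least 40 and at least half of replicates scoring 40 or more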;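 further: 0% = median of neutral control wells and 100% = median of positive control wells; inhibitors cause a drop in the FAM fluorescence signal; in these data hits start at about 50%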
Target sequence (Q92698 whole entry, looked up): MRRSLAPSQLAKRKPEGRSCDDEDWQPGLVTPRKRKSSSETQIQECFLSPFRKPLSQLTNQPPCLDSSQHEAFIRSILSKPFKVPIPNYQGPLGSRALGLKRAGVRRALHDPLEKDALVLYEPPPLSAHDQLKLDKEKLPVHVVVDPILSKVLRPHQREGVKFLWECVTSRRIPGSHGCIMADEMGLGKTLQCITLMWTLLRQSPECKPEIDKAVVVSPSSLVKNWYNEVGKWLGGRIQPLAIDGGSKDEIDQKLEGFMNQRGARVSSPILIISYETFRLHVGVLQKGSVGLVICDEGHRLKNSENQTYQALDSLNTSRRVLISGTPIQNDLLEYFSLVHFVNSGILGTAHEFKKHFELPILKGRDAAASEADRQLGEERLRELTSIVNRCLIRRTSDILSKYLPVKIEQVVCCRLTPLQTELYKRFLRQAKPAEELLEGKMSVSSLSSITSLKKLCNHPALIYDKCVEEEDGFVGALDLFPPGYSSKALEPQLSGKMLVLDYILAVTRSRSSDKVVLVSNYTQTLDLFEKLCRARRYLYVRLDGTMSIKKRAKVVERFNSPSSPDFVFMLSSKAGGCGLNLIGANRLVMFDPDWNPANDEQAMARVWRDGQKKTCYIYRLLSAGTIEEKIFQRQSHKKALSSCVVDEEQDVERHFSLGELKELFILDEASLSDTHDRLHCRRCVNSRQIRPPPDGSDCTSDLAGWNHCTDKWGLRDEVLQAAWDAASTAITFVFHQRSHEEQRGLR
PGC1a acetyl inh – PGC1a acetylation modulation, inhibitor mode; U2OS PGC1a acetylation, AlphaScreen anti-acetyl-lysine; with virally co-expressed GCN5 acetyltransferase; AID 651687; inhibition, % at 15.6 µM; actives 0.17% (n = 350,000);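 active means every replicate shows inhibition of at least 40%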;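 further: 0% = neutral control wells and 100% = positive control wells; some results beyond the cut were filed as inactive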
ERAP1 inh – ERAP1 (human) enzyme inhibition; Q9NZ08; recombinant ERAP1, Leu-AMC fluorescence, 60 min; inhibition, % at 10.7 µM; actives 0.15% (n = 340,000); AID 652197;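 active means mean replicate inhibition of at least 30%, or all replicates individually reaching that 30% level; inactive means mean below 30% and not every replicate reaching it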;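 further: 0% = neutral control wells and 100% = L-leucinethiol positive control wells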
Cneo AK release – Cryptococcus neoformans lysis via adenylate kinase release | lysis activity, % at 15 µM | C. neoformans lysis, adenylate kinase release luminescence, 4 h; normalised: neutral wells 0, clomiphene wells 100 | actives 0.2% (n = 360,000);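 active means mean lysis activity across replicates of at least 80%, whatever share of replicates individually reach that level; inactive means mean lysis activity below 80%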
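Schedule: static 4 h at 37 °C with compound, 1 h detection; system: C. neoformans cells; benchmarks: Clomiphene as positive control; buffer or medium: fresh YPD medium; measure: luminescence rise reflecting yeast cell lysis; measured by: luminescent adenylate kinase detection reagent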
RAD52 anneal inh – inhibitors of human RAD52 DNA annealing | P43351 | recombinant RAD52 DNA annealing, FRET fluorescence | inhibition, % at 18.7 µM | actives 0.46% (n = 360,000) | AID 651710;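 active means every replicate showing at least 50% inhibition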
An asterisk follows results filed as active; x = not tested or not shown; & = joins results of further samples; [ ] = another dose, or the depositor's remark.

molecule	E-selectin induc	miR-122 sensor	PglD inh	RAD54 inh	PGC1a acetyl inh	ERAP1 inh	Cneo AK release	RAD52 anneal inh
C[C@H](CO)N1C[C@H](C)[C@H](CN(C)Cc2ccc(C(=O)Nc3ccccc3N)cc2)Oc2ccc(N(C)C)cc2CC1=O	1.0	355.3*[16.7 µM]	3.1	2.6	37.4	1.9	37.4	-5.3
COc1ccc(-c2nc3ccc(C(=O)NCC(OC)OC)cc3nc2-c2ccc(OC)cc2)cc1	-2.9	x	x	x	-9.1	4.9	x	-27.2
COc1cccc(C#Cc2ccc3c(c2)O[C@H](CN(C)C)[C@H](C)CN([C@H](C)CO)S3(=O)=O)c1	-0.2	9.4[16.7 µM]	2.8	1.4	-19.3	0.2	8.9	45.3
COc1ccc(C(=O)NC(Nc2ccc(C)cc2)C(Cl)(Cl)Cl)cc1 (configuration not stated)	x	-1.0	4.6	-8.8	11.8	x	1.6	x
CCCCNC(=O)OC(C)CNC(=O)Oc1cccc(C)c1 (configuration not stated)	x	-7.4	-6.1	2.2	-7.8	x	2.5	x
COc1cc(NC(=O)CCc2c(C)noc2C)c(Cl)cc1C(=O)O	0.1	x	-2.5	2.2	-7.0	-0.6	-3.5	-5.5
CCOC(=O)C[C@H]1c2cc(C(F)(F)F)ccc2S(=O)(=O)N1C(C)C	0.1	-0.1	0.4	-0.7	-29.8	1.3	-0.3	-23.1
CCOC(=O)CNC(=O)Nc1ccccc1C(=O)OC	x	-5.7	-1.5	9.6	-9.4	x	-1.1	x
CCN(CC)C(=O)CSc1nc2cc3c(cc2c(=O)n1Cc1ccco1)OCO3	3.3	-2.5	1.6	-6.0	7.1	-2.8	4.1	-16.8
Cc1cccc(NC(=O)C(C)Sc2nc3nc(C)cc(C)n3n2)c1 (configuration not stated)	-0.5	0.6	-6.7	-7.4	-13.2	-1.5	3.3	-10.1
O=C(CSc1nnnn1-c1ccccc1)c1ccco1	x	0.0	x	x	-11.5	-2.7	x	5.7
CCN1C(=O)c2ccccc2S(=O)c2ccc(C(=O)N3CCCCCC3)cc21 (configuration not stated)	-1.9	10.6	-0.1	2.9	-13.6	6.8	-1.9	11.1
COc1ccc(CN(C)C[C@@H]2Oc3ccc(NS(=O)(=O)c4ccc(OC)cc4)cc3CC(=O)N([C@H](C)CO)C[C@H]2C)cc1	0.2	-2.1[16.7 µM]	4.5	-8.6	-5.8	-2.0	-2.5	6.9
C[C@@H]1CN([C@@H](C)CO)C(=O)c2cccc(NS(=O)(=O)c3ccc(F)cc3)c2O[C@H]1CN(C)C(=O)Nc1ccc(C(F)(F)F)cc1	0.0	3.3[16.7 µM]	-1.2	-1.2	-3.0	0.4	0.0	0.3
CCOCCc1nnc(NC(=O)C(CC)c2ccccc2)s1 (configuration not stated)	x	-3.1	-2.9	-4.7	3.6	x	1.2	x
COCC(=O)Nc1ccc2c(c1)C(=O)N(C)[C@@H]1CC[C@H](CC(=O)N3CCc4ccccc4C3)O[C@@H]1CO2	0.1	-20.0[16.7 µM]	-1.3	-4.0	-5.3	-0.2	-3.0	1.3
CCCN1[C@@H]2Cn3c(ccc(-c4ccncc4)c3=O)[C@H]1[C@@H](C(=O)NCC1CC1)[C@@H]2CO	0.2	4.5[16.7 µM]	-38.6	15.4	-8.3	-2.3	-0.7	-35.9
COCCN1C(=O)N(c2ccc(Cl)cc2)C(=O)C1CC(=O)Nc1cc(OC)cc(OC)c1 (configuration not stated)	x	-0.2	2.5	-4.5	17.0	0.2	1.8	-12.8
Cc1ccccc1NC(=O)COC(=O)Cc1cccc(C(F)(F)F)c1	-0.3	0.8	0.8	-5.7	8.1	x	0.2	x
COc1ccc(CCN(C)C2CCCN(C(=O)CCSC)C2)cc1OC (configuration not stated)	x	-0.5	1.7	-5.7	-0.4	2.9	0.0	-6.5
CC(C)C(NC(=O)c1ccccc1NC(=O)C(C)(C)C)C(=O)N1CCOCC1 (configuration not stated)	x	1.7	-0.2	7.5	-1.7	-1.8	0.8	-9.5
CC(C)NC(=O)NCC[C@@H]1CC[C@H](NS(=O)(=O)c2ccc(-c3ccccc3)cc2)[C@H](CO)O1	-0.1	x	-1.8	-4.5	-8.3	-3.4	-2.0	11.9
COC(=O)c1ccc(S(=O)(=O)N2CCN(C(c3ccccc3)c3ccccc3)CC2)n1C	-0.1	-7.1	0.7	-7.0	1.8	5.1	9.0	-13.3
OCC[C@@H]1C[C@H](O)[C@@H](O)[C@]2(OCc3cc(C(F)(F)F)ccc32)O1	-1.7	1.1	5.8	-6.5	-3.1	-2.0	0.9	6.4
Cc1ccc(C2CC2c2n[nH]c(=S)n2-c2ccc(C)cc2)cc1 (configuration not stated)	x	3.6	-4.8	1.6	12.1	0.5	16.7	-7.8
COc1ccc(C(=O)Nc2ccc3[nH]ncc3c2)cc1OC	x	-2.1	6.0	3.0	-5.8	4.7	0.9	-7.0
C=CCC1C=C(C)CC(CC=C)N1 (configuration not stated)	-3.2	1.2	0.1	-8.2	14.1	0.6	-3.7	-13.7
CN(C)c1ccc2c(c1)[C@@H]1C[C@H](CC(=O)N3CCc4ccccc4C3)O[C@@H](CO)[C@@H]1O2	-0.6	-4.9[16.7 µM]	-1.0	1.1	-0.5	2.6	24.2	-58.9
COc1ccc(NC(=O)N(C)C[C@@H]2Oc3c(NC(=O)Nc4cccc5ccccc45)cccc3C(=O)N([C@@H](C)CO)C[C@H]2C)cc1	0.1	16.5[16.7 µM]	-1.1	-15.3	-0.7	-2.1	-4.7	-12.9
CC1C(=O)N(Cc2cn(CCC3OCCO3)nn2)CCS(=O)(=O)N1Cc1ccc(-c2ccc(F)cc2)cc1 (configuration not stated)	-1.7	-4.1	4.5	-8.6	-8.6	-0.8	3.8	-3.8
CC(CNC(=O)Cn1cnc2c(OCc3ccccc3)ncnc21)c1ccccc1 (configuration not stated)	9.6	x	-3.1	-3.0	x	x	2.1	-2.5
O=C(NCCc1ccccc1)c1cc(=O)[nH]c2ccccc12	x	-4.9	1.2	-2.2	-8.5	2.8	2.8	-12.6
Clc1nc(-c2ccccc2)cc(-c2ccccc2)n1	1.5	3.3	1.9	11.6	0.9	0.2	0.4	-6.4
O=C(O)C1(c2cccc(Cl)c2)CCC1	x	8.7	x	-6.6	-3.8	x	1.3	x
O=C(CC(c1ccccc1)(c1ccccc1)c1ccccc1)N[C@@H](Cc1ccc(O)cc1)C(=O)O	0.3	-0.6	-0.8	-3.1	1.6	0.8	0.9	-2.6
OCCN1CCN(c2cnc(-c3ccsc3)cn2)CC1	0.0	0.9	-2.7	-8.5	2.3	4.8	-1.3	0.0
N#Cc1cccc(NC(=O)Cc2ccsc2)c1	x	x	3.9	-2.7	x	-2.2	-2.3	-15.5
COc1ccc(-c2nc(CS(=O)CC(=O)NCCc3ccc(C)cc3)c(C)o2)cc1OC (configuration not stated)	x	-1.6	-4.5	3.0	-7.4	2.1	5.9	-2.3
Cc1ccc(S(=O)(=O)Nc2cccc3c2O[C@@H](CN(C)C(=O)Nc2ccccc2)[C@H](C)CN([C@H](C)CO)C3=O)cc1	-0.1	14.6[16.7 µM]	-1.3	0.1	8.3	x	7.7	10.3
COc1ccc(Cl)cc1C(=O)NC(=S)Nc1ccccc1N1CCOCC1	-0.3	x	-10.8	3.1	4.3	3.1	-8.5	-8.8
COc1ccccc1-n1nnnc1SCC(=O)NCC1(N2CCCCC2)CCCCC1	-0.5	0.0	-1.6	3.4	-6.5	2.8	-3.5	-57.9
CN(CC(=O)NCCc1ccc(S(N)(=O)=O)cc1)CC(=O)Nc1ccccc1Cl	0.2	-9.1	2.1	-11.2	5.2	3.2	-1.3	-0.1
Cc1ccccc1-c1ccc2c(c1)O[C@@H](CN(C)C(=O)Nc1ccc(C(F)(F)F)cc1)[C@@H](C)CN([C@@H](C)CO)S2(=O)=O	-0.1	-19.9[16.7 µM]	3.8	2.0	11.0	-3.4	48.2	10.5
COc1cc(CNCc2cccs2)cc(Br)c1OC	x	0.0	0.7	-18.9	-11.4	x	1.8	x
CC1CCCC(C)N1NC(=O)c1ccc(Cl)c(S(N)(=O)=O)c1 (configuration not stated)	-0.1	-7.7	1.3&-1.8	-1.4&-29.2	18.5	0.1	0.4&44.2	-16.3
CCN(CC)c1ccc(NC(=O)c2cc(Cl)ccc2OC)cc1	x	1.1	-3.6	2.0	-8.7	x	0.1	x
CSc1sc(C)cc1C=O	x	0.3	x	x	6.5	-1.6	x	-17.1
Cc1cccc(NC(=S)Nc2ccc(Br)cc2)c1	x	45.3	-8.2	-6.2	-2.2	x	6.5	x

By substructure: the entries above containing a furan ring, fused or not
molecule	E-selectin induc	miR-122 sensor	PglD inh	RAD54 inh	PGC1a acetyl inh	ERAP1 inh	Cneo AK release	RAD52 anneal inh
CCN(CC)C(=O)CSc1nc2cc3c(cc2c(=O)n1Cc1ccco1)OCO3	3.3	-2.5	1.6	-6.0	7.1	-2.8	4.1	-16.8
O=C(CSc1nnnn1-c1ccccc1)c1ccco1	x	0.0	x	x	-11.5	-2.7	x	5.7

Additional entries.
molecule	E-selectin induc	miR-122 sensor	PglD inh	RAD54 inh	PGC1a acetyl inh	ERAP1 inh	Cneo AK release	RAD52 anneal inh
COc1ccc(OC)c(NC(=O)C(C)OC(=O)c2cc3ccccc3[nH]2)c1 (configuration not stated)	0.6	x	-2.1	-2.8	-7.2	1.6	4.8	-0.6
CCN1CCN(CCCNc2ncnc3nc[nH]c23)CC1	0.5	-6.1	-2.6	-24.5	6.6	-0.5	0.4	-62.6
O=C(O)CC(NC(=O)c1sc2ccccc2c1Cl)c1ccc(OC2CCCC2)cc1 (configuration not stated)	x	2.9	1.6	5.7	-2.6	0.5	-0.5	-7.2
COc1ccc2nc(SCC(=O)NCc3ccccc3)[nH]c2c1	-0.1	-4.2	-2.9	1.1	-15.3	1.9	-0.1	-11.2
COc1ccc(S(=O)(=O)N(C)C[C@@H]2Oc3ccc(NC(=O)NC(C)C)cc3CC(=O)N([C@H](C)CO)C[C@@H]2C)cc1	0.0	-3.7[16.7 µM]	0.7	35.1	-10.3	0.0	-0.2	0.4
CO[C@H]1CN(C)C(=O)c2cc(NC(=O)C3CCCC3)ccc2OC[C@@H](C)N(CCC(F)(F)F)C[C@H]1C	-0.1	-4.9[16.7 µM]	-1.7	-19.2	x	0.0	3.4	16.5
CCOC(=O)c1ccccc1NC(=O)Cc1ccc(OC)c(S(=O)(=O)N2CCOCC2)c1	0.0	5.7	-4.3	-0.4	-3.9	1.0	0.5	-0.6
COc1ccccc1/C=C/C=NC1C(=O)N(c2ccccc2)[N+](C)=C1C (configuration not stated)	-0.1	x	6.0	5.7	1.0	12.4	-4.1	-12.9

A few values from the results shown.
COc1ccccc1/C=C/C=NC1C(=O)N(c2ccccc2)[N+](C)=C1C (configuration not stated) in PglD inh has 6.0
O=C(O)CC(NC(=O)c1sc2ccccc2c1Cl)c1ccc(OC2CCCC2)cc1 (configuration not stated) in Cneo AK release has -0.5
